Bioassay records deposited in PubChem by several laboratories.
STAT1 activator – activators of IFN-gamma induced STAT1 signaling; AID 932; NIH 3T3 STAT1-luciferase reporter, luminescence; 100% = IFN-gamma alone, no compound; activation (% of control), % at 5.5 µM; 200,000 compounds, 2.6% hits;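 active = activation above the screen-wide mean activation plus 3 SD, cut at about 130% in these data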;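 note: raw ratio to IFN-gamma control signal so 100% means no change and 0% no light; values of inactives mirror those of a sister screen read the other way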
NF-kB neuron act – NF-kB expression increase, human neuronal cells; NF-kB reporter expression; hits give high values; fold change at 12.5 µM; 190,000 compounds, 1.6% hits; in the data active = fold change above about 3.3
STAT3 activator – increases IL-6 driven STAT3 reporter signal. U3A cells, IL-6 STAT3-luciferase reporter, luminescence; 100% = signal with IL-6 EC80 alone. activation (% of control), % at 5.6 µM. 190,000 compounds, 0.91% hits. AID 871;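 active = activation above the screen-wide mean of compound activation plus 3 SD, cut at about 130% in these data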;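 note: 0% = background luminescence of wells with medium and substrate only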
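Material: STAT1-lacking human U3A cells, STAT3 luciferase reporter | Benchmarks: IL-6-only wells as 100% reference | Probe or stimulus: IL-6 (33 ng/mL) | Timing: Compound 1 h, then IL-6 6 h at 37 °C | Detection: Luminescence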
TLR4 MyD88 comp – inhibitors of human TLR4-MyD88 binding | AID 861 | HeLa CL3-4 TLR4/MyD88 BLA complementation, FRET ratio | 200,000 compounds, 0.18% hits | inhibition, % at 8.4 µM | O00206+Q99836; in the data active = inhibition above about 25%;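 note: 0% = vehicle and 100% = reference inhibitor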
Target sequence (O00206 whole entry, looked up): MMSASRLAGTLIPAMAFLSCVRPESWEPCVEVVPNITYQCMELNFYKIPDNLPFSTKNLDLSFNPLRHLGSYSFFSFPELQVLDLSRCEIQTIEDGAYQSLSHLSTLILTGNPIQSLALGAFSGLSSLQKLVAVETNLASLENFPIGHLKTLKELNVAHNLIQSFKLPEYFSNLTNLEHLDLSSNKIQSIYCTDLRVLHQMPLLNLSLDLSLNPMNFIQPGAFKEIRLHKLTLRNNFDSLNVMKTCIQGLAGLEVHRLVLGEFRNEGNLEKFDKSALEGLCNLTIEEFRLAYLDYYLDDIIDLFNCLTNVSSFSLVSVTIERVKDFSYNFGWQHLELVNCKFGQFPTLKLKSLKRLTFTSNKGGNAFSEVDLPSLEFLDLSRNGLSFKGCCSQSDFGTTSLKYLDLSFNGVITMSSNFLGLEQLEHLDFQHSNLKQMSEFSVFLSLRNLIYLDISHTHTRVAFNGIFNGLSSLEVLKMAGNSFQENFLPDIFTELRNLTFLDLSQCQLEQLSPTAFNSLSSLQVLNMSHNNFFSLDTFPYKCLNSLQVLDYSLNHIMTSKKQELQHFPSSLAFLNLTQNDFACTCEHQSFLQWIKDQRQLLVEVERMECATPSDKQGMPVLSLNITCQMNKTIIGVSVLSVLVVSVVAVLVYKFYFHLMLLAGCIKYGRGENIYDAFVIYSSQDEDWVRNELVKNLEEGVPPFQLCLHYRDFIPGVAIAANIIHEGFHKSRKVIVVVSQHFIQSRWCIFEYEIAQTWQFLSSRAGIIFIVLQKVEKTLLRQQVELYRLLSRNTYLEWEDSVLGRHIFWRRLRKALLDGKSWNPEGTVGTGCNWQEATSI
Target sequence (Q99836 whole entry, looked up): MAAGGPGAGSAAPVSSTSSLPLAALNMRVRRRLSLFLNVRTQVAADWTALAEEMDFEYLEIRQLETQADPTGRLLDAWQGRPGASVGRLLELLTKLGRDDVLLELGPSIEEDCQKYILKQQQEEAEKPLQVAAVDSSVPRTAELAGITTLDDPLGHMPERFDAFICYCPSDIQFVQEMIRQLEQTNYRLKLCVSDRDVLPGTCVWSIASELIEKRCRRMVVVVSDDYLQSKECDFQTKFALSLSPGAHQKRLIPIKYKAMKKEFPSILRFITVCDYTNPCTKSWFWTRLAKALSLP
APP 5'UTR act – activates APP 5'UTR luciferase reporter. SH-SY5Y APP 5'UTR luciferase reporter, luminescence; zero percent = DMSO vehicle wells. activation, % at 2 µM. 190,000 compounds, 1% hits. AID 1276;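 active = activation above a set limit, based on mean plus 3 SD of controls, cut at about 140% in these data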; note: values of inactives mirror those of a sister screen read the other way
Hsp70 act – switches on Hsp70 transcription | HeLa Hsp70 promoter luciferase reporter, luminescence; scaled: vehicle 0, proteasome-inhibitor control 100% | activation, % at 10 µM | 200,000 compounds, 0.04% hits | AID 1203;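 active = activation above the mean across all tested compounds plus 3 SD, cutoff set per campaign, cut at about 5.5% in these data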;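 note: 100% = MG132 at 30 µM as the positive control and 0% = DMSO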
Redox H2O2 prof – compounds producing H2O2 with reducing agent – biochemical, NIH compound library profiling, artefact control for MLSCN library redox annotation, primary screen | DTT-dependent redox cycling H2O2, phenol red/HRP absorbance; 100% = 100 µM peroxide control, 0% = buffer | activation, % at 10 µM | 200,000 compounds, 0.03% hits | AID 878;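 active = activation of at least 50% relative to the plate's high and low controls in the primary single-dose screen; inactive = activation below 50%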;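 note: compound incubated with DTT at 0.8 mM final as the reducing agent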
Efa HMGR inh – blocks class II HMG-CoA reductase of Enterococcus faecalis | purified E. faecalis HMGR, NADPH absorbance 340 nm kinetic | inhibition, % at 10 µM | AID 1066 | 190,000 compounds, 0.41% hits;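 active = inhibition above a set limit, the median over all tested compounds plus 3 SD, cut at about 9.5% in these data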;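 note: enzyme runs in reverse so mevalonate oxidation gives rising NADPH absorbance; 0% = complete reaction with DMSO and 100% = background rate lacking mevalonate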
STAT3 blocker – inhibitors of IL-6 induced STAT3 signaling; U3A cells, IL-6 STAT3-luciferase reporter, luminescence; host cell line lacks STAT1; inhibition, % at 5.5 µM; 190,000 compounds, 0.89% hits;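 active = inhibition above the mean inhibition across all screened compounds plus 3 SD, cut at about 44% in these data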;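 note: 0% = DMSO only wells and 100% = 100 µM nifuroxazide control wells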
STAT1 inh – inhibitors of IFN-gamma induced STAT1 signaling | NIH 3T3 STAT1-luciferase reporter, luminescence | inhibition, % at 5.5 µM | 200,000 compounds, 0.35% hits | AID 920;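 active = inhibition above a set limit, the mean inhibition across all tested compounds plus 3 SD, cut at about 34% in these data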;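 note: 0% = IFN-gamma with DMSO and 100% = IFN-gamma with 300 µM nifuroxazide; values of inactives mirror those of a sister screen read the other way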
An asterisk follows results filed as active.

Screening CCSC1=NCCN1C(=O)c1ccc(S(=O)(=O)N(C)C)cc1 returned STAT1 activator 105, NF-kB neuron act 1.1, STAT3 activator 102, TLR4 MyD88 comp 0, APP 5'UTR act 12, Hsp70 act -0.3, Redox H2O2 prof -0.5, Efa HMGR inh -3, STAT3 blocker 8 and STAT1 inh -7.
Screening Cc1ccc(NC(=S)N2CCC(c3ccccc3)C2)c(Cl)c1 (stereo not drawn) returned STAT1 activator 93, NF-kB neuron act 6.5*, STAT3 activator 70, TLR4 MyD88 comp 14, APP 5'UTR act 190*, Hsp70 act -0.3, Redox H2O2 prof -1.4, Efa HMGR inh -1, STAT3 blocker 39 and STAT1 inh 8.
For Nc1nc(SCC(=O)Nc2ccccc2-c2ccccc2)n[nH]1 the results were STAT1 activator 101, NF-kB neuron act 1.1, STAT3 activator 103, TLR4 MyD88 comp 0, APP 5'UTR act 9, Hsp70 act -0.6, Redox H2O2 prof 1.5, Efa HMGR inh -4, STAT3 blocker 0 and STAT1 inh -2.
For Cc1ccc(-c2nnn(CC(=O)N(c3ccccc3)C(C(=O)NCC3CCCO3)c3ccc(F)cc3)n2)o1 (stereo not drawn) the results were STAT1 activator 102, NF-kB neuron act 1.1, STAT3 activator 101, TLR4 MyD88 comp -5, APP 5'UTR act 18, Hsp70 act -0.1, Redox H2O2 prof -0.6, Efa HMGR inh -5, STAT3 blocker 5 and STAT1 inh -5.
`O=C(NCc1ccc2c(c1)OCO2)c1nnc(Cc2ccc(Cl)cc2)o1` gave STAT1 activator 106, NF-kB neuron act 1, STAT3 activator 101, TLR4 MyD88 comp -6, APP 5'UTR act 27, Hsp70 act -0.1, Redox H2O2 prof 1.8, Efa HMGR inh 4, STAT3 blocker -1 and STAT1 inh -7.
`CC(C)(C)c1ccc(OCC(=O)NCCN2CCCC2)cc1` gave STAT1 activator 98, NF-kB neuron act 1, STAT3 activator 105, TLR4 MyD88 comp -11, APP 5'UTR act 8, Hsp70 act -0.3, Redox H2O2 prof -2.5, Efa HMGR inh -4, STAT3 blocker -4 and STAT1 inh 2.
`CCCOc1ccc(N2C(=O)CC(NCc3ccncc3)C2=O)cc1` (stereo not drawn) gave STAT1 activator 102, NF-kB neuron act 1, STAT3 activator 94, TLR4 MyD88 comp 0, APP 5'UTR act -1, Hsp70 act -0.6, Redox H2O2 prof 3.7, Efa HMGR inh -5, STAT3 blocker 9 and STAT1 inh -3.
Screening CCCC(=O)c1cc(F)c(N2CCOCC2)cc1C returned STAT1 activator 101, NF-kB neuron act 1.1, STAT3 activator 88, TLR4 MyD88 comp -9, APP 5'UTR act 20, Hsp70 act -0.5, Redox H2O2 prof 1.7, Efa HMGR inh -2, STAT3 blocker 19 and STAT1 inh -1.
Screening CCc1ccc(NC(=O)CCn2c(=O)oc3ccccc32)cc1 returned STAT1 activator 101, NF-kB neuron act 1.1, STAT3 activator 98, TLR4 MyD88 comp -6, APP 5'UTR act -8, Hsp70 act 0.0, Redox H2O2 prof -0.3, Efa HMGR inh -7, STAT3 blocker 7 and STAT1 inh -1.
Screening Cc1cccc(C2CC(c3ccc(Cl)cc3)Nc3nc(N)nn32)c1 (stereo not drawn) returned STAT1 activator 98, NF-kB neuron act 1.9, STAT3 activator 106, TLR4 MyD88 comp -9, APP 5'UTR act -6, Hsp70 act 0.0, Redox H2O2 prof -0.1, Efa HMGR inh 1, STAT3 blocker -2 and STAT1 inh 3.
Screening COCCCNC(=O)CCc1ccc(S(=O)(=O)Nc2ccc(C)cc2)cc1 returned STAT1 activator 101, NF-kB neuron act 0.82, STAT3 activator 101, TLR4 MyD88 comp 9, APP 5'UTR act -12, Hsp70 act -0.4, Redox H2O2 prof 0.0, Efa HMGR inh 4, STAT3 blocker -1 and STAT1 inh -2.
`CCN(CC)Cc1c[nH]c2c(C(=O)OC)cccc12` gave STAT1 activator 100, NF-kB neuron act 1, STAT3 activator 114, TLR4 MyD88 comp 2, APP 5'UTR act 24, Hsp70 act -0.3, Redox H2O2 prof -1.0, Efa HMGR inh -5, STAT3 blocker -17 and STAT1 inh 1.
`Cc1ccc(NC(=O)OCc2ccccc2S(C)=O)cc1` (stereo not drawn) gave STAT1 activator 110, NF-kB neuron act 1.5, STAT3 activator 100, TLR4 MyD88 comp -4, APP 5'UTR act 26, Hsp70 act -0.1, Redox H2O2 prof -0.4, Efa HMGR inh -3, STAT3 blocker 2 and STAT1 inh -12.
For CCOC(=O)CN1C(=O)S/C(=C/c2ccc(O)c([N+](=O)[O-])c2)C1=O the results were STAT1 activator 104, NF-kB neuron act 0.89, STAT3 activator 109, TLR4 MyD88 comp -8, APP 5'UTR act -12, Hsp70 act 0.0, Redox H2O2 prof 0.7, Efa HMGR inh -3, STAT3 blocker -10 and STAT1 inh -4.
For COc1cc(/C=C/C(=O)OCC(=O)Nc2ccc(NC(C)=O)cc2)cc(S(=O)(=O)N2CCc3ccccc32)c1OC the results were STAT1 activator 98, NF-kB neuron act 1, STAT3 activator 102, TLR4 MyD88 comp 5, APP 5'UTR act -2, Hsp70 act -0.3, Redox H2O2 prof 0.0, Efa HMGR inh -3, STAT3 blocker -1 and STAT1 inh -1.
Screening O=C(CNC(=O)c1ccc(Br)cc1)N/N=C/c1ccc[nH]1 returned STAT1 activator 100, NF-kB neuron act 1.1, STAT3 activator 88, TLR4 MyD88 comp 7, APP 5'UTR act 3, Hsp70 act -0.3, Redox H2O2 prof -0.3, Efa HMGR inh -2, STAT3 blocker 13 and STAT1 inh 0.
Cc1ccc(S(=O)(=O)N2C(=S)SCC2(C)C)cc1 was read as STAT1 activator 100, NF-kB neuron act 0.88, STAT3 activator 97, TLR4 MyD88 comp 9, APP 5'UTR act 7, Hsp70 act -0.4, Redox H2O2 prof -0.9, Efa HMGR inh -3, STAT3 blocker 10 and STAT1 inh 0.
`COc1ccc2[nH]c(C)c(CCN(Cc3cccs3)C(=S)Nc3cccc(F)c3)c2c1` gave STAT1 activator 110, NF-kB neuron act 0.73, STAT3 activator 112, TLR4 MyD88 comp -5, APP 5'UTR act 2, Hsp70 act -0.2, Redox H2O2 prof -0.6, Efa HMGR inh 3, STAT3 blocker -6 and STAT1 inh -10.
Screening COC(=O)c1ccc(NC(=O)CSc2nnc(COc3ccc4c(c3)CCCC4)o2)cc1 returned STAT1 activator 100, NF-kB neuron act 1, STAT3 activator 102, TLR4 MyD88 comp -11, APP 5'UTR act 3, Hsp70 act -0.5, Redox H2O2 prof 2.8, Efa HMGR inh -1, STAT3 blocker 8 and STAT1 inh 0.
CCCCSCc1ccc(C(=O)O)o1 was read as STAT1 activator 109, NF-kB neuron act 1.2, STAT3 activator 104, TLR4 MyD88 comp -10, APP 5'UTR act 8, Hsp70 act 0.1, Redox H2O2 prof 1.6, Efa HMGR inh -3, STAT3 blocker 0 and STAT1 inh -9.
CN(Cc1ccno1)Cc1cn(C)nc1-c1ccc(Oc2ccccc2)cc1 was read as STAT1 activator 102, NF-kB neuron act 0.84, STAT3 activator 96, TLR4 MyD88 comp -10, APP 5'UTR act -10, Hsp70 act -0.2, Redox H2O2 prof -1.0, Efa HMGR inh 9, STAT3 blocker 9 and STAT1 inh -4.
`O=C(c1ccc2ccccc2n1)N1CCN(c2ccccc2)CC1` gave STAT1 activator 104, NF-kB neuron act 1.1, STAT3 activator 99, TLR4 MyD88 comp 1, APP 5'UTR act 8, Hsp70 act 0.1, Redox H2O2 prof 3.0, Efa HMGR inh 0, STAT3 blocker 4 and STAT1 inh -5.
Screening Cc1ccc(CNC(=O)c2ccc(NC(=O)CCS(=O)(=O)c3cccs3)cc2)cc1 returned STAT1 activator 103, NF-kB neuron act 0.94, STAT3 activator 102, TLR4 MyD88 comp -12, APP 5'UTR act -9, Hsp70 act -0.3, Redox H2O2 prof 0.1, Efa HMGR inh 3, STAT3 blocker 4 and STAT1 inh -4.
`O=C(N/N=C/c1ccc(Br)s1)c1c[nH]c2ccccc12` gave STAT1 activator 138*, NF-kB neuron act 1.2, STAT3 activator 114, TLR4 MyD88 comp -4, APP 5'UTR act 64, Hsp70 act -0.1, Redox H2O2 prof 0.1, Efa HMGR inh 0, STAT3 blocker -14 and STAT1 inh -43.
For COCCN(C(=O)C(C)C)c1nnc(-c2ccc(C)cc2)s1 the results were STAT1 activator 104, NF-kB neuron act 1.4, STAT3 activator 94, TLR4 MyD88 comp -1, APP 5'UTR act 12, Hsp70 act -0.3, Redox H2O2 prof 2.1, Efa HMGR inh 2, STAT3 blocker 11 and STAT1 inh -5.
Screening Cc1ccnc(NS(=O)(=O)c2ccc(N3C(=O)c4ccccc4C3=O)cc2)n1 returned STAT1 activator 99, NF-kB neuron act 1.3, STAT3 activator 100, TLR4 MyD88 comp 8, APP 5'UTR act -3, Hsp70 act 0.0, Redox H2O2 prof 0.3, Efa HMGR inh -5, STAT3 blocker -2 and STAT1 inh 1.
For CC1CCN(C(=S)Nc2ccc(SC(F)F)cc2)CC1 the results were STAT1 activator 124, NF-kB neuron act 1.7, STAT3 activator 108, TLR4 MyD88 comp -8, APP 5'UTR act 21, Hsp70 act -0.2, Redox H2O2 prof 0.2, Efa HMGR inh -7, STAT3 blocker -10 and STAT1 inh -27.
Screening COc1cccc(/C(O)=C/c2nc3ccc(C(=O)NCCc4ccc(Cl)cc4)cc3[nH]c2=O)c1 returned STAT1 activator 95, NF-kB neuron act 1.2, STAT3 activator 93, TLR4 MyD88 comp 10, APP 5'UTR act -35, Hsp70 act 0.6, Redox H2O2 prof 0.5, Efa HMGR inh -7, STAT3 blocker 11 and STAT1 inh 6.
For O=C(c1cccs1)N1CCC(N2CCN(c3ccccc3)CC2)CC1 the results were STAT1 activator 99, NF-kB neuron act 1.2, STAT3 activator 89, TLR4 MyD88 comp 9, APP 5'UTR act -19, Hsp70 act 0.0, Redox H2O2 prof -2.5, Efa HMGR inh 1, STAT3 blocker 19 and STAT1 inh 2.
Screening COC(=O)Cc1c(O)ccn(Cc2ccc3c(c2)OCO3)c1=O returned STAT1 activator 97, NF-kB neuron act 1.1, STAT3 activator 103, TLR4 MyD88 comp -10, APP 5'UTR act -5, Hsp70 act 1.4, Redox H2O2 prof -0.3, Efa HMGR inh -2, STAT3 blocker 3 and STAT1 inh 1.
CCCCNC(=O)C1c2ccccc2Oc2ccccc21 was read as STAT1 activator 93, NF-kB neuron act 1.2, STAT3 activator 107, TLR4 MyD88 comp 9, APP 5'UTR act -10, Hsp70 act -0.3, Redox H2O2 prof 0.6, Efa HMGR inh -5, STAT3 blocker -2 and STAT1 inh 7.
For COc1cccc(C(=O)CSc2nc3cccnc3n2C)c1 the results were STAT1 activator 97, NF-kB neuron act 0.89, STAT3 activator 88, TLR4 MyD88 comp 3, APP 5'UTR act -3, Hsp70 act -0.3, Redox H2O2 prof 0.8, Efa HMGR inh -6, STAT3 blocker 16 and STAT1 inh 1.
